# Source: PubChem (several laboratories)
# Mtb UGM inh: blocks M. tuberculosis UGM enzyme. P9WIQ1. purified UGM, fluorescence polarization probe displacement. inhibition, % at 10 µM. 320,000 compounds, 0.06% hits; in the data active means inhibition above about 10%, passing the limit was not always enough; inconclusive means no clear call, values can overlap the other calls
# Target sequence (P9WIQ1 whole entry, looked up): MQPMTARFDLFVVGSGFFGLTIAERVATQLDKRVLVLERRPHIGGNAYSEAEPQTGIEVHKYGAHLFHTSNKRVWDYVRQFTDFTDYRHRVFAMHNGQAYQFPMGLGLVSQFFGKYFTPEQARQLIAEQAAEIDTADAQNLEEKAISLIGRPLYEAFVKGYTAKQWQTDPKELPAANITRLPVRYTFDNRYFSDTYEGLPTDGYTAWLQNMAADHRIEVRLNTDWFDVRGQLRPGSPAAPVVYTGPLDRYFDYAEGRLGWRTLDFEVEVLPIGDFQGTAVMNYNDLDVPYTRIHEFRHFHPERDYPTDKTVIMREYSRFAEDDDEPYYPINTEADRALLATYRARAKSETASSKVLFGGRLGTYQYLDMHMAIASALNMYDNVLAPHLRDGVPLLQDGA
# FadD28 FP inh: blocks FadD28 binding to the bisubstrate probe; fluorescence polarization; inhibition, % at 12.5 µM; 360,000 compounds, 0.22% hits; AID 588549; in the data active means inhibition above about 8.5%, passing the limit was not always enough; inconclusive means no clear call, values can overlap the other calls
# GDH-TPI inh: GDH-TPI coupled enzyme inhibition counter-screen; 360,000 compounds, 1.2% hits; AID 588335; GDH-TPI coupled enzyme counterscreen, NADH absorbance; inhibition, % at 4.8 µM; in the data active means inhibition above about 30%;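 further: 0% = DMSO wells and 100% = wells lacking the enzyme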
# Anthrax LF inh2: inhibitors of Bacillus anthracis lethal factor protease. P15917. multiplex microsphere protease cleavage assay, LF. inhibition, % at 10 µM. 360,000 compounds, 0.12% hits. AID 588501; further: plate controls were buffer without enzyme for full effect and enzyme alone for no effect
# BoNT A protease: inhibitors of Botulinum neurotoxin A light chain protease. inhibition, % at 10 µM. multiplex microsphere protease substrate cleavage, flow cytometry. 360,000 compounds, 0.17% hits. AID 588499; further: plate controls were buffer without enzyme for full effect and enzyme alone for no effect
# BoNT F protease: inhibitors of Botulinum neurotoxin F light chain protease. Multiplex microsphere protease cleavage assay, flow cytometry. inhibition, % at 10 µM. 360,000 compounds, 0.22% hits. AID 588497; in the data active means inhibition above about 35%, passing the limit was not always enough; inconclusive means no clear call, values can overlap the other calls; further: plate controls were buffer without enzyme for full effect and enzyme alone for no effect
# Mtb BioA inh: BioA (M. tuberculosis) enzyme inhibition. 360,000 compounds, 0.096% hits. purified M. tuberculosis BioA enzyme, plate reader. inhibition, % at 9.99 µM. AID 602481; in the data active means inhibition above about 40%; inconclusive means no clear call, values can overlap the other calls
# PfHsp40 yeast: compounds rescuing yeast from Plasmodium falciparum HSP40 toxicity. S. cerevisiae expressing PfHsp40, growth rescue, ATP luminescence. growth rescue, % at 12.5 µM. 340,000 compounds, 0.68% hits. AID 504582; in the data active means growth rescue above about 28%, passing the limit was not always enough; inconclusive means no clear call, values can overlap the other calls;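 further: yeast W303a lacking pdr1 and pdr3 grown in galactose medium; growth measured after three days at 30 °C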
# Mtb FBA inh: inhibits M. tuberculosis FBA enzyme; P9WQA3; purified M. tuberculosis FBA, fluorescence read-out; inhibition, % at 1 µM; 360,000 compounds, 2.3% hits; in the data active means inhibition above about 27%;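 further: 0% = vehicle and 100% = reference inhibitor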
# Target sequence (P9WQA3 whole entry, looked up): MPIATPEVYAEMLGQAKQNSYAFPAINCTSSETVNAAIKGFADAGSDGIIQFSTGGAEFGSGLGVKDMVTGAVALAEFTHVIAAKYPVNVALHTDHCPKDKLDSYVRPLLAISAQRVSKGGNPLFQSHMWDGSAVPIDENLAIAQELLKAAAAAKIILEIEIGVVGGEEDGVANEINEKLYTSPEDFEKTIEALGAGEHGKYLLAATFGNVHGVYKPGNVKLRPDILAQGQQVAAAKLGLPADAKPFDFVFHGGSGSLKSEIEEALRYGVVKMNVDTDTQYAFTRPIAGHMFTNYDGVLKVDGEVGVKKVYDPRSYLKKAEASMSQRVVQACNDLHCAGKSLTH
# The depositor's hits bear a star; ? = inconclusive; / = not tested or not shown. Unless noted, no stated cut-off is given here; in the data, active means inhibition above about 30%; inconclusive means no clear call, values can overlap the other calls; inactive means below that.
SMILES,Mtb UGM inh,FadD28 FP inh,GDH-TPI inh,Anthrax LF inh2,BoNT A protease,BoNT F protease,Mtb BioA inh,PfHsp40 yeast,Mtb FBA inh
COc1cccc(NC(=O)C(=O)NCCC2CCCCN2S(=O)(=O)c2cccs2)c1 (stereo unspecified),/,-1.7,4,3,1.9,-1,/,-0.1,3
COc1ccccc1NC(=O)CCNS(=O)(=O)c1ccc2c(c1)CCN2C(C)=O,-0.8,-3.7,-3,0,0.8,6,-0.6,-1.4,-4
COc1ccccc1CNC(=O)C[C@@H]1C[C@H]2c3cc(NC(=O)c4ccc5c(c4)OCO5)ccc3O[C@H]2[C@@H](CO)O1,/,-1.9,-1,-7,0.2,2,1.0,/,0
CN1CCc2c(OCC(=O)N3CCC(Cc4ccccc4)CC3)cccc2C1=O,-1.0,-2.0,-2,-3,-0.9,4,/,1.0,2
Cc1ccc(S(=O)(=O)CCC(=O)N(Cc2nnc(-c3ccc(Cl)cc3)o2)C2CC2)cc1,-2.0,-3.9,0,-4,1.5,-1,0.2,4.2,0
NC(=O)c1oc2ccccc2c1NC(=O)c1ccco1,-3.6,0.6,2,0,-0.1,-8,-2.2,-1.1,7
COc1ccccc1-c1nnc2sc(COc3ccc(F)cc3)nn12,-1.2,-3.7,-11,0,-0.6,-4,0.7,0.6,-2
COc1ccccc1N/C=C/C(=C(C#N)C#N)N(C)C,-1.1,3.2,16,-4,0.3,1,-0.4,0.4,-5
O=C(NC1c2ccccc2-c2ccccc21)c1ccco1,-1.5,-2.9,1,-2,-0.3,-6,-3.4,-0.1,4
COc1cc(C)ccc1OCCOc1ccccc1Cl,-0.3,0.2,-5,1,-0.1,3,0.4,4.3,118*

# The list goes on (three carried over from the part before).
SMILES,Mtb UGM inh,FadD28 FP inh,GDH-TPI inh,Anthrax LF inh2,BoNT A protease,BoNT F protease,Mtb BioA inh,PfHsp40 yeast,Mtb FBA inh
COc1ccccc1N/C=C/C(=C(C#N)C#N)N(C)C,-1.1,3.2,16,-4,0.3,1,-0.4,0.4,-5
O=C(NC1c2ccccc2-c2ccccc21)c1ccco1,-1.5,-2.9,1,-2,-0.3,-6,-3.4,-0.1,4
COc1cc(C)ccc1OCCOc1ccccc1Cl,-0.3,0.2,-5,1,-0.1,3,0.4,4.3,118*
COc1ccc(C(C(=O)NC(C)(C)C)N(C(=O)CNC(=O)c2cccs2)c2ccc(NC(C)=O)cc2)cc1OC (stereo unspecified),0.3,-2.7,-6,-5,0.5,-3,1.3,0.3,9
CCO[C@@H]1OC(C(=O)NC2CC2)=C[C@H](c2csc3ccccc23)[C@H]1CCCO,2.1,-5.2,-6,-16,-0.4,-6,0.7,1.0,-2
O=C(NCCCn1ccnc1)c1ccccc1Cl,2.6,-0.3,6,-8,-2.3,?,0.6,-1.7,0
Cc1occc1C(=O)N1CCN(S(=O)(=O)c2ccccc2)CC1,-0.6,-0.7,8,-1,-0.4,-4,-0.3,0.6,5
Cc1c(Cc2ccccc2)c(=O)[nH]c(=O)n1C,/,0.5,1,-8,-1.1,-3,0.6,-0.9,-1
CC(OC(=O)c1ccc(S(=O)(=O)NCc2ccco2)cc1)C(=O)Nc1ncc(Cl)cc1Cl (stereo unspecified),3.8,0.1,0,-2,0.4,-6,/,-0.6,4
O=C(Cc1cccs1)NNC(=S)NC(=O)c1ccco1,0.8,0.1,12,-1,-0.4,2,/,13,-2
CC(=O)c1ccc(C(=O)Nc2ccc(N3CCOCC3)cc2)cc1,2.0,-2.5,3,-3,-0.1,-6,7.7,-0.1,0
CCc1ccc(OC(C)C(=O)Nc2ccc(S(=O)(=O)Nc3nccs3)cc2)cc1 (stereo unspecified),3.9,0.0,4,0,0.8,5,0.2,0.2,4
COC(=O)c1ccccc1S(=O)(=O)N1CCCC(c2nc3c(nnn3Cc3ccc(C)cc3)c(=O)[nH]2)C1 (stereo unspecified),0.9,-11,-2,4,-1.4,6,1.0,1.7,-2
O=C(NC1CC(=O)N(c2ccc3c(c2)OCCO3)C1)N1CCC(O)CC1 (stereo unspecified),-0.3,-3.5,-11,-3,1.6,1,-0.1,-0.5,-1
COc1ccc(/C=N/NC(=S)Nc2ccccc2)cc1COc1ccc(Br)cc1,-1.6,0.7,25,-4,-0.7,-3,-2.0,4.5,0
Cn1ccc2c(/C=C/c3ccc(F)cc3)cc3c(c21)C1CCC3O1 (stereo unspecified),/,1.8,/,8,6.9,7,-0.6,/,140*
c1nc(N2CCCC2)c2[nH]cnc2n1,-0.9,-0.7,8,-1,?,0,-0.1,-0.5,0
COc1ccc(CNC(C)(C)C)cc1Cl,-0.3,0.3,9,-1,-0.4,1,0.3,-0.5,1
O=C(NNC(=S)NC(=O)c1ccccc1[N+](=O)[O-])c1ccccc1,-0.4,-0.9,14,-2,-0.2,-22,-0.2,2.1,4
C=CCNc1nc(Nc2ccc(-c3nc4ccccc4o3)cc2)nc(N2CCOCC2)n1,0.0,-1.4,35*,-7,-0.3,-6,-3.2,0.8,97*
Cc1ccc2c(Cl)c(C(=O)Nc3nn[nH]n3)sc2c1,1.5,-0.9,13,-8,1.3,4,/,-0.3,2
COc1cccc(C2=CC(c3ccc(OC)c(OC)c3OC)n3nnnc3N2)c1 (stereo unspecified),-2.0,-4.3,4,1,0.3,1,4.4,0.1,2
Cc1cc(NC(=O)CS(=O)(=O)c2cn(Cc3ccccc3Cl)c3ccccc23)no1,0.3,0.3,9,1,-0.5,-1,1.2,1.0,-1
Cc1cccc(N2CCN(C(=O)C3CC(=O)N(C4CCCC4)C3)CC2)c1C (stereo unspecified),-0.9,0.5,8,1,-4.4,-14,-0.3,1.0,2
CCCCn1c(N)c(N(CCOC)C(=O)COC(=O)CNC(=O)c2ccc(Cl)c(Cl)c2)c(=O)[nH]c1=O,/,0.5,17,-6,-0.1,3,-1.9,1.6,2
CC1CCN(S(=O)(=O)c2ccc(NC(=O)CN3C(=O)NC(C)(c4ccccc4)C3=O)cc2)CC1 (stereo unspecified),-4.0,-1.4,2,3,1.8,3,-3.2,-0.2,-2
CN(C)c1nc(N)nc(CSc2nc3cc(Cl)ccc3o2)n1,0.9,-3.1,-1,-2,0.2,1,-0.6,5.1,0
Cc1cccc(C(=O)Nc2cccc(C(=O)Nc3cc(C)ccn3)c2)c1,1.2,-3.1,5,-3,0.3,2,-0.2,3.1,-1
COc1ccccc1C(=O)NCc1ccc2c(c1)OCO2,-0.9,-0.2,-1,-3,-0.6,-6,0.3,-0.6,2
CN(C)CCCN1C(=O)C(=O)/C(=C(/O)c2ccncc2)C1c1cccnc1 (stereo unspecified),/,-3.2,10,-4,-0.5,-3,/,-2.2,-1
Cc1onc(-c2ccc(Cl)cc2Cl)c1C(=O)/C=C/N(C)C,4.3,-3.1,18,-10,?,?,/,-2.1,3
CCc1nc2ccc(C(=O)Nc3ccc(OC)c(OC)c3)cn2c1N(CC)CCOC,/,-4.2,17,1,-0.2,5,1.9,/,-3
Cc1ccc(NC(=O)CN(C)C(=O)COc2ccc(C(=O)c3ccc(F)cc3)cc2)cc1,-0.5,-1.9,6,-2,0.1,-3,/,-0.2,-2

# Grouped by structure: the compounds so far containing a tert-butyl group.
SMILES,Mtb UGM inh,FadD28 FP inh,GDH-TPI inh,Anthrax LF inh2,BoNT A protease,BoNT F protease,Mtb BioA inh,PfHsp40 yeast,Mtb FBA inh
COc1ccc(C(C(=O)NC(C)(C)C)N(C(=O)CNC(=O)c2cccs2)c2ccc(NC(C)=O)cc2)cc1OC (stereo unspecified),0.3,-2.7,-6,-5,0.5,-3,1.3,0.3,9
COc1ccc(CNC(C)(C)C)cc1Cl,-0.3,0.3,9,-1,-0.4,1,0.3,-0.5,1

# Continued:
SMILES,Mtb UGM inh,FadD28 FP inh,GDH-TPI inh,Anthrax LF inh2,BoNT A protease,BoNT F protease,Mtb BioA inh,PfHsp40 yeast,Mtb FBA inh
COc1cc(NS(=O)(=O)c2ccc(Br)s2)cc(OC)c1,1.5,-2.5,-7,-20,-0.6,-19,-1.6,2.9,-1
CC(=O)Nc1ccc(NC(=O)C(C)OC(=O)c2ccc(C)s2)cc1 (stereo unspecified),1.7,-0.3,-5,-2,-0.1,-2,/,1.7,1
O=C(CSc1nc2ccccc2c(=O)[nH]1)Nc1ccccc1C(F)(F)F,0.6,-0.4,10,2,2.8,7,-1.7,-0.6,-1
O=C(CC(c1ccccc1)c1cc(Cl)ccc1O)NCCN1CCOCC1 (stereo unspecified),1.2,-1.9,5,-6,0.8,-8,/,-0.8,2
Cc1ccccc1Nc1nccc(N(C)C)c1C#N,-1.2,-1.1,3,2,1.2,2,-1.0,-1.0,-2
Cc1ccc(CNC(=O)CSc2ccc(-c3cccs3)nn2)cc1,/,-0.9,7,-9,-4.5,-13,-2.8,0.2,-1
COc1ccc(CCN2C(=NC(=O)C(C)C)SC3CS(=O)(=O)CC32)cc1OC (stereo unspecified),2.4,-3.0,3,2,-1.1,?,/,-1.3,-1
N=C(c1cccc([N+](=O)[O-])c1)N1CCCCCC1,2.1,-3.8,-12,-1,-0.4,3,/,-0.5,7
O=C(CN1C(=O)COc2ccc(S(=O)(=O)N3CCOCC3)cc21)NCc1ccccn1,-0.9,-1.5,4,-1,-0.2,2,/,-2.2,1
Cc1cc(NC(=O)COC(=O)c2cccc(OCc3ccccc3)c2)no1,0.0,-2.2,5,0,-0.6,-2,-1.7,0.2,-2
COc1cc2c(cc1OC)CN(C(=O)C(CCSC)NS(=O)(=O)c1ccc(C)cc1)CC2 (stereo unspecified),1.8,-3.6,-5,7,-2.6,19,1.2,1.7,-1
CCOC(=O)c1[nH]c2ccc(C)cc2c1N,-1.6,-0.8,11,1,-0.3,-3,-0.8,1.5,4
Cc1cnn(-c2cc(N/N=C/c3ccccc3F)ncn2)c1,-1.7,-0.6,15,0,-0.6,-7,/,0.8,3
C/C(=N\NC(=O)C1CC1)c1ccc(OC(F)F)cc1,-3.6,-3.1,1,3,-1.3,6,-1.2,0.6,0
O=C(CNC1CCCCC1)Nc1ccc(Cl)cc1,1.7,0.0,2,5,0.5,24,-0.7,2.5,-1
CN(Cc1ccccc1)C(=O)c1cccc(NC(=O)c2ccco2)c1,-0.3,-1.7,5,-3,-0.2,7,8.0,0.8,-2
CC(=O)Nc1ccc(S(=O)(=O)Nc2ccccc2C(=O)N2CCCC2)cc1,-0.6,-4.6,4,-10,0.3,13,-0.3,0.3,-3
CN1CCN(S(=O)(=O)c2cccc(C(=O)Nc3nccs3)c2)CC1,0.6,-4.0,1,-6,0.2,-8,-0.3,0.9,-5
CCSC1=C(C#N)C(=O)n2c1cc1c2CCCC1,-0.8,-2.0,5,-6,0.8,-4,0.5,-0.1,-2
c1ccc(Sc2ncccn2)nc1,2.5,0.9,-8,2,?,?,/,-0.8,-1
Cc1ccc(C)c(OCC(=O)Nc2ccc3c(c2)OCO3)c1C,0.4,-1.3,1,2,1.2,-2,-1.6,1.5,-3
COc1ccc(C=O)cc1COc1ccc(Cl)cc1[N+](=O)[O-],0.4,-1.6,1,-1,-0.6,-10,-1.7,0.1,-2
Cc1ccc(NC(=O)c2ccccc2OCC(=O)Nc2ccccc2F)cc1S(=O)(=O)N(C)C,0.7,-1.3,6,1,3.6,7,-2.1,2.1,1
O=C(Cc1ccccc1)N1CCC(c2nc3ccccc3[nH]2)CC1,-1.1,-4.9,-6,0,0.4,-7,/,-0.7,2
Cc1cccc(CNC(=O)C2CCC(=O)N(CCCc3ccccc3)C2)c1 (stereo unspecified),/,-2.8,11,3,0.1,-2,0.0,/,-2
CN(Cc1nccn1C)C(=O)CC1C(=O)NCCN1CC(c1ccccc1)c1ccccc1 (stereo unspecified),5.3,-1.9,0,-7,-0.6,-2,/,-1.5,4
COc1ccccc1C(=O)Nc1ccc(S(=O)(=O)N2CCCCC2c2cccnc2)cc1 (stereo unspecified),1.9,-4.5,6,-4,-0.1,-2,/,-0.9,14
C=CCn1c(N)cc(=O)nc1SCC(=O)Nc1ccccc1C(N)=O,2.1,0.1,0,-2,-0.4,-1,/,-0.8,0
COCc1nnc(NS(=O)(=O)c2ccccc2)s1,-0.4,-0.2,5,0,0.7,4,-0.5,3.5,1
